L major viab = reduces viability of Leishmania major promastigotes; resazurin fluorescence viability; 200,000 tested, 9% active; inhibition, % at 10 µM;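 further: promastigotes grown with compound for 44 hours at 28 °C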
S1P3 antag = S1P3 (human) receptor antagonism; Q99500; CHO S1P3 NFAT-BLA reporter, FRET fluorescence, antagonist mode; inhibition, % at 4.98 µM; 170,000 tested, 0.27% active;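 active means inhibition above the plate cutoff, the mean inhibition of test wells on that plate plus 3 SD, cut at about 28% in these data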;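 further: cells challenged with S1P at its EC80 of 0.8 µM; blue over green emission ratio from cleaved BLA substrate after 4 h stimulation; 0% = S1P-stimulated wells and 100% = unstimulated DMSO-only wells; some compounds past the cut are filed as inactive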
Diaph act CS = counter-screen for diaphorase-based assays: diaphorase activators and chemical reducers; Diaphorase/resazurin coupled assay, resorufin fluorescence, 16 min; active compounds read high; 1 = vehicle wells, 0 = NADH-free wells; activation factor at 20 µM; 190,000 tested, 0.005% active;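 active means diaphorase activity raised at least twofold by the compound at 20 µM; inactive means activation factor below 2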
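Material: Purified diaphorase enzyme from Clostridium kluyveri | Buffer or medium: 50 mM HEPES pH 7.4 with 4.542 mM MgCl2, 0.005% Tween 20 | Times: 16 min enzyme reaction, ambient temperature | Signal: Red resorufin fluorescence at 544/590 nm excitation/emission | Measure: Increased resorufin signal from activators or reducing compounds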
PMI act satM6P = PMI (human) activation, high substrate. P34949. coupled PMI enzyme assay, resazurin fluorescence, 20 min; active compounds read high; 1 = untreated enzyme, 0 = substrate-free blank. activation factor at 20 µM. 190,000 tested, 0.34% active;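 active means activation factor of 2 or more at 20 µM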
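Technique: Diaphorase-driven resazurin-to-resorufin fluorescence, excitation 544, emission 590 nm | Assay system: Human PMI in coupled enzyme assay | Times: Enzyme reaction with compound 20 min at room temperature | Medium: HEPES-buffered pH 7.4 with magnesium and detergent | Reagent: Mannose-6-phosphate 1.0 mM (near-saturating) plus 0.22 mM NADP+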
G6PDH counter = counter-screen for G6PDH assay hits: L. mesenteroides G6PDH inhibition | 200,000 tested, 0.12% active | Purified L. mesenteroides G6PDH, diaphorase/resazurin coupled fluorescence, 45 min | inhibition, % at 5 µM
Hsp70 act = transcriptional activators of Hsp70 | HeLa Hsp70 promoter luciferase reporter, luminescence; scaled: vehicle 0, proteasome-inhibitor control 100% | activation, % at 10 µM | 200,000 tested, 0.04% active;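 active means activation above the mean across all tested compounds plus 3 SD, cutoff set per campaign, cut at about 5.5% in these data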;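 further: 100% = MG132 at 30 µM as the positive control and 0% = DMSO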
TLR4-MyD88 BLA = blocks binding of human TLR4 to MyD88; O00206+Q99836; HeLa CL3-4 TLR4/MyD88 BLA complementation, FRET ratio; inhibition, % at 8.4 µM; 200,000 tested, 0.18% active; AID 861; in the data active means inhibition above about 25%;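 further: 0% = vehicle and 100% = reference inhibitor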
Target sequence (O00206 whole entry, looked up): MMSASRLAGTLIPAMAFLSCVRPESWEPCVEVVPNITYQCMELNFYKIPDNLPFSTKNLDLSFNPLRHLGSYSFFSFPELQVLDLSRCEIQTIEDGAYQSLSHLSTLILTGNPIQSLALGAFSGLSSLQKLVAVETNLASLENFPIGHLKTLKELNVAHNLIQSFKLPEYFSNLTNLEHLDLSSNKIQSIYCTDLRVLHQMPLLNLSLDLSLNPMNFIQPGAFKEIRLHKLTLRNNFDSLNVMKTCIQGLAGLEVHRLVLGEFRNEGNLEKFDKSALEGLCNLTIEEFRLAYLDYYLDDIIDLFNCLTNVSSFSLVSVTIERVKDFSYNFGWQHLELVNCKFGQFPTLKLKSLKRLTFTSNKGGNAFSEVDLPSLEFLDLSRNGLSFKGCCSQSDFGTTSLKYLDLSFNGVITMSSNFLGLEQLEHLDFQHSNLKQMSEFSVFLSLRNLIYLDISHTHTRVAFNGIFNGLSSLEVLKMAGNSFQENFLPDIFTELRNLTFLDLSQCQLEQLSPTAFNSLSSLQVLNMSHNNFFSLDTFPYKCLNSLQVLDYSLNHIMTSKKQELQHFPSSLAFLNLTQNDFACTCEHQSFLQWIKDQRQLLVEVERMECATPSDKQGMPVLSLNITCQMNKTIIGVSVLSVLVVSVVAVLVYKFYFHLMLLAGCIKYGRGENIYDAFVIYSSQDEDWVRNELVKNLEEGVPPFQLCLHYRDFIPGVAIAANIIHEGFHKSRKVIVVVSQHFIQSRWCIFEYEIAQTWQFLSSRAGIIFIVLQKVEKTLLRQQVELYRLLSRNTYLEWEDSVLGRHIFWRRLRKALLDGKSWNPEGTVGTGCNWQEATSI
Target sequence (Q99836 whole entry, looked up): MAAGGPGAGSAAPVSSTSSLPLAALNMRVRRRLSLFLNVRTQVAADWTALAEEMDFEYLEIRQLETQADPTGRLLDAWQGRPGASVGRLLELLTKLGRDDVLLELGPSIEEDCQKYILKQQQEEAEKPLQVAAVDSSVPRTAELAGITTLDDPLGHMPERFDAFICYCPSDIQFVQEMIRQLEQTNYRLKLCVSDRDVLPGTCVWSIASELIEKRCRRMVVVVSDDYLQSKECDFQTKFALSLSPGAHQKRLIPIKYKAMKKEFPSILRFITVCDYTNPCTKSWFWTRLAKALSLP
DTT redox prof = compounds producing H2O2 with reducing agent – biochemical, NIH compound library profiling, artefact control for MLSCN library redox annotation, primary screen. activation, % at 10 µM. DTT-dependent redox cycling H2O2, phenol red/HRP absorbance; 100% = 100 µM peroxide control, 0% = buffer. AID 878. 200,000 tested, 0.03% active;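 active means activation of at least 50% relative to the plate's high and low controls in the primary single-dose screen; inactive means activation below 50%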;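 further: compound incubated with DTT at 0.8 mM final as the reducing agent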
Diaph inh CS = inhibits diaphorase or chemically oxidizes, flagging diaphorase assay artifacts; diaphorase resazurin-to-resorufin fluorescence, NADH, 16 min; bacterial (C. kluyveri) enzyme, not human; inhibition, % at 20 µM; 190,000 tested, 0.69% active; AID 1217;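 active means primary screen inhibition at 20 µM above a set limit, cut at about 50% in these data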;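 further: plate controls were DMSO with full reaction for no effect and wells lacking NADH for full effect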
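Test system: diaphorase enzyme from Clostridium kluyveri; amount: diaphorase at 0.14 U/mL in enzyme working solution; detection: fluorescence of resorufin formed from resazurin, Ex 544/Em 590 nm; times: reaction incubation of 16 min at room temperature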
RAM network inh = blocks the yeast RAM network | S. cerevisiae dse1pr::URA3 reporter, 5-FOA growth OD615, 2 d; analog-sensitive cbk1-as2 kinase mutant strain | inhibition, % at 50 µM | 190,000 tested, 1.8% active | AID 868;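 active means inhibition above a set limit, 3 SD over mean compound inhibition, cut at about 8.4% in these data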;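 further: 0% = DMSO-only wells with no growth and 100% = 10 µM 1-NA-PP1 full growth; inhibition rescues growth on 5-FOA so higher OD means more RAM inhibition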
PMI activator = increases human mannose-6-phosphate isomerase activity. P34949. purified human PMI, coupled resazurin fluorescence, 20 min; active compounds read high; 1 = vehicle control, 0 substrate-free wells. activation factor at 20 µM. 190,000 tested, 0.005% active;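 active means activation factor of 2 or more at 20 µM, relative to plate controls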
Active calls of the source: *; x = no result given. Unless noted, no stated cut-off is given here; in the data, active means inhibition above about 50%; inactive means the rest. Not a hit list, and some 12% of all compounds hit somewhere here.

Each structure is followed by: L major viab	S1P3 antag	Diaph act CS	PMI act satM6P	G6PDH counter	Hsp70 act	TLR4-MyD88 BLA	DTT redox prof	Diaph inh CS	RAM network inh	PMI activator
CCOC(=O)C1=C(N)Oc2c(c(=O)[nH]c3ccccc23)C1c1ccccc1 (stereo not drawn)
→ 8	x	0.9	1	3	-0.1	-11	0.0	10	2.1	1
CCC(C)[C@H](NC(=O)NCC1CCCO1)C(=O)OC (stereo partly drawn)
→ -1	31	0.9	0.9	8	0.0	14	1.9	10	0.7	0.9
O=C(O)C1CC(c2ccccc2)=NO1 (stereo not drawn)
→ -7	x	1.2	1.2	6	-0.4	3	0.5	-21	0.4	1.2
CC(=O)N(c1ccccc1C)S(=O)(=O)c1ccc(Cl)cc1
→ -3	0	0.9	1	4	-0.1	-4	-0.5	8	3.0	1.1
COc1ccc(NC(=O)/C(Cl)=C(/Cl)S(=O)Cc2ccc(C)cc2)cn1 (stereo not drawn)
→ 101*	x	1	1.1	4	25*	6	1.1	0	1.7	1.1
Cc1ccc(-n2c(SCC(=O)OC(C)C)nnc2-c2ccccn2)cc1
→ -3	6	0.9	0.8	7	2.1	9	0.8	7	1.3	1
N#CCCN(C(=O)COc1ccc(C#N)cc1)c1ccc(F)cc1
→ -9	-4	0.8	0.9	4	-0.1	-10	-0.1	21	1.2	0.9
COc1ccc(NCc2cc3ccccc3[nH]c2=O)cc1
→ 18	x	0.7	0.4	23	-0.4	-12	0.1	31	-0.3	0.8
COc1ccc(NC(=O)CC2SC(=Nc3ccccc3)NC2=O)c(OC)c1 (stereo not drawn)
→ 40	-8	0.8	0.9	18	-0.3	-1	-0.2	16	5.0	0.9
COc1ccccc1Nc1nc(C)cc(C)c1C(N)=O
→ -2	-15	0.8	0.9	1	-0.4	9	0.9	19	2.7	0.9
Nc1ncc(-n2cncn2)c(-c2ccc(Cl)cc2)n1
→ -2	-27	0.8	0.9	12	0.0	4	-0.4	16	1.7	0.9
CN(CC(O)COc1ccc(S(=O)(=O)N2CCOCC2)cc1)C1CCCCC1 (stereo not drawn)
→ 97*	x	0.9	0.9	5	0.0	6	0.1	7	2.0	0.9
O=C(CC(Nc1ccccc1Cl)C(=O)O)c1ccccc1 (stereo not drawn)
→ 3	-5	1	1	5	-0.3	0	0.0	3	2.8	1
Cc1ccc(NC(=O)C2CC(=O)N(CCc3ccccc3)C2)c(C)c1 (stereo not drawn)
→ -2	-6	0.8	0.9	-5	-0.2	-15	0.3	15	-0.6	1
O=C(Cn1ccsc1=NC(=O)c1ccco1)c1ccccc1
→ 9	26	0.9	0.9	3	0.1	-2	0.5	9	0.5	1
COc1ccc(C)cc1NC(=O)CCCN1C(=S)NC(C)(C)CC1C (stereo not drawn)
→ -3	-10	0.9	1	-9	-0.4	5	-0.2	7	0.4	1
COc1ccc(OC)c(-c2cc(C(=O)NCc3ccc(Cl)cc3)no2)c1
→ -3	-28	1	1	12	-0.1	6	0.0	-1	6.8	1.2
Cc1ccccc1NC(=O)N1CCN(C(=O)c2ccco2)CC1
→ -3	-9	1	1	-8	-0.1	-8	-0.1	5	2.5	1
O=C(NC(Cc1ccccc1)C(=O)O)/C(=C\c1ccccc1F)NC(=O)c1ccccc1 (stereo not drawn)
→ -9	-8	0.8	1	4	0.1	1	4.0	18	0.6	0.9
Nc1c(-c2cccc([N+](=O)[O-])c2)nc2ccccn12
→ -1	0	0.8	0.7	4	0.7	-2	2.0	22	1.9	0.8
O=C(NN=C1CCCCC1)NC1CCCCC1
→ -8	-7	0.9	1.1	16	-0.2	9	0.4	8	-0.2	1
CCOc1ccc(-c2nnn(CC(=O)NCCc3c[nH]c4ccccc34)n2)cc1
→ 94*	x	0.9	0.9	-21	-0.1	4	1.5	15	8.1	0.9
CCOC(=O)c1ccc(N2C(=O)C=CC2=O)cc1
→ 4	x	1	1.5	9	-0.1	10	0.1	-1	-2.0	1.2
CCOC(=O)N1CCN(C(=S)Nc2ccc3nc(N4CCN(CC)CC4)cc(C)c3c2)CC1
→ 72*	-1	0.9	0.6	13	-0.5	-1	0.1	7	0.0	0.7
O=C(OCc1ccccc1Cl)c1ccccc1C(=O)c1ccccc1
→ 19	x	0.9	0.9	3	0.3	-2	1.1	14	0.8	0.9
Cc1n[nH]c(=S)n1/N=C/c1ccccc1OCc1ccc(Cl)cc1Cl
→ 36	3	0.8	0.9	-6	-0.1	14	1.3	15	3.1	0.9
O=C(NCCN1C(=O)S/C(=C\c2ccc(OC(F)F)cc2)C1=O)[C@@H]1CCCN1C(=O)c1cccs1
→ 16	7	1	1.1	-12	-0.3	-9	0.2	-1	1.6	0.9
CCOC(=O)Cn1nnnc1C(CC)N(Cc1cccs1)Cc1cc2ccc(OC)cc2[nH]c1=O (stereo not drawn)
→ 99*	-26	0.8	1	3	0.2	1	2.0	21	9.6*	0.9
C=CCn1c(CNC(=O)c2ccccc2C)nnc1SCC(=O)NC1CCCC1
→ -7	1	0.9	0.9	-1	0.2	14	0.1	8	1.4	0.9
Cn1c(CCNC(=O)c2ccccc2Cl)n[nH]c1=S
→ 1	x	0.9	1.1	-4	-0.1	-3	1.8	14	0.0	0.9

Profiles as entered above. Order of values: L major viab | S1P3 antag | Diaph act CS | PMI act satM6P | G6PDH counter | Hsp70 act | TLR4-MyD88 BLA | DTT redox prof | Diaph inh CS | RAM network inh | PMI activator
`COc1ccc(OC)c(-c2cc(C(=O)NCc3ccc(Cl)cc3)no2)c1` reads -3 | -28 | 1 | 1 | 12 | -0.1 | 6 | 0.0 | -1 | 6.8 | 1.2
`Cc1ccccc1NC(=O)N1CCN(C(=O)c2ccco2)CC1` reads -3 | -9 | 1 | 1 | -8 | -0.1 | -8 | -0.1 | 5 | 2.5 | 1
`COc1ccc(C)cc1NC(=O)CCCN1C(=S)NC(C)(C)CC1C` (stereo not drawn) reads -3 | -10 | 0.9 | 1 | -9 | -0.4 | 5 | -0.2 | 7 | 0.4 | 1

Next section:
Each structure is followed by: L major viab	S1P3 antag	Diaph act CS	PMI act satM6P	G6PDH counter	Hsp70 act	TLR4-MyD88 BLA	DTT redox prof	Diaph inh CS	RAM network inh	PMI activator
Cc1cccc(C2c3[nH]c4ccccc4c3CCN2C(=O)c2ccc(=O)[nH]c2)n1 (stereo not drawn)
→ -1	-12	1.2	1	14	-0.1	-2	0.1	-16	2.5	1
CC(=O)Nc1nc2ccccc2n1CCN1CCOCC1
→ -10	0	0.9	1	1	-0.1	-8	1.9	8	0.9	1
COc1ccc(NS(=O)(=O)c2cccc(Cl)c2)cc1S(=O)(=O)N1CCCCC1
→ 59*	-5	1	1.1	16	-0.2	-10	-0.9	3	3.3	1
COc1ccc(C(=O)Nc2cc(Cl)ccc2C(=O)O)cc1
→ 6	0	0.9	1	-1	0.3	0	-0.6	10	-1.2	1
O=C(CCCc1nc(-c2ccc(Cl)cc2)no1)Nc1cccnc1
→ 19	-17	0.9	0.9	-13	0.2	6	0.6	7	1.3	0.9
CCS(=O)(=O)N1CCN(S(=O)(=O)c2ccccc2)CC1
→ 8	x	0.9	1	-2	-0.5	-4	0.0	13	0.3	1
CC(=O)C1C(c2ccc(F)c(F)c2)NC(=O)NC1(O)C(F)(F)F (stereo not drawn)
→ -3	-15	1	1.1	4	0.2	-10	1.0	5	-0.6	1.1
O=C(CCSc1ccccc1)NC1CCCC1
→ -5	6	1	1	6	-0.2	12	-2.7	0	3.7	0.9
O=C(Cn1cc2c(n1)CCCC2)NCCCN1CCN(c2ccccc2F)CC1
→ -3	-10	0.8	0.9	8	0.0	5	0.0	17	1.7	0.9
CC(C)OCCCN1CN(S(=O)(=O)c2ccc(Cl)cc2)c2nc3ccccc3nc21
→ 6	x	0.8	2*	11	-0.2	10	-5.0	16	4.9	1.4
CN(CC(=O)Nc1ccc(SC(F)F)cc1)C1CCCCC1
→ 6	3	1	1.1	0	-0.1	11	0.0	-4	0.5	1.1
O=C(Nc1ccccc1C(F)(F)F)N1CCC(N2CCCCC2)CC1
→ 35	12	0.8	0.9	-1	-0.2	-10	0.4	23	0.6	0.9
CCN=C1SC(C(=O)Nc2ccccc2)CC(=O)N1CC (stereo not drawn)
→ -4	x	1	1.1	-2	-0.6	4	0.3	-4	0.4	1
CN(C)CCNC(=O)/C(=N\O)c1ccccn1
→ -2	2	0.9	1	6	-0.1	-1	-0.8	8	1.6	0.9
O=C(O)C1(c2ccccc2)CCN(S(=O)(=O)c2cccs2)CC1
→ -5	-4	0.9	1	4	-0.1	-15	-1.4	14	1.2	1
C/C(CC1CC(C)OC1=O)=N\NC(N)=S (stereo not drawn)
→ -8	12	0.9	0.9	23	-0.3	4	0.2	14	0.8	0.8
O=C(COc1ccccc1)N1CCN(c2ncccn2)CC1
→ -3	0	1	1.1	7	-0.2	-24	0.1	-5	1.0	1.1
CNc1ccccc1C(C)(C)c1cc(-c2ccc(F)cc2)no1
→ 8	12	0.8	0.9	-3	-0.3	8	0.1	17	0.9	0.8
CCc1noc(C)c1C(=O)N1CC(C)OC(C)C1 (stereo not drawn)
→ 4	-34	0.9	1	-3	-0.2	-8	1.4	13	1.1	1
COc1ccc(Nc2nc(N/N=C/c3ccc(N(C)C)cc3)nc(C)c2[N+](=O)[O-])cc1
→ -9	8	0.9	1.1	7	-0.3	-16	0.2	12	10.0*	1.1
CCN(CC)S(=O)(=O)c1cccc(NC(=O)c2ccc(Sc3nncn3C)c([N+](=O)[O-])c2)c1
→ -8	-5	0.9	1.1	9	-0.4	14	-1.8	12	3.5	1
N=c1c2c3c(sc2ncn1CCCO)CCCC3
→ 8	x	0.9	1	-4	-0.6	14	0.0	9	0.5	1
COC(=O)C[N+](C)(C)CC#Cc1ccccc1
→ 53*	2	0.9	1	-2	0.0	-11	0.2	9	-1.1	1
COc1ccc(CC(=O)n2nc(-c3ccc(Cl)cc3)nc2NCc2ccco2)cc1
→ 2	x	0.8	0.9	-2	-0.2	16	2.8	22	14*	0.9
O=C(NCc1ccc(F)cc1)c1ccccc1OCc1ccccc1
→ 79*	-2	0.8	1	-2	0.3	-7	0.3	16	10*	1
Cc1ccc(CS(=O)(=O)Cc2ccc(C(=O)NCC3CCCO3)o2)cc1 (stereo not drawn)
→ -2	-9	0.9	0.9	6	-0.6	2	1.4	14	2.8	0.9

Compound activity from PubChem BioAssay.
